# Source: PubChem BioAssay (NCI)
# All columns: NCI-60 one-dose screen, growth in % after 48 h at 10 µM unless noted; 100 = growth as untreated, 0 = no growth, -100 = all killed.
# CAKI-1: CAKI-1 renal cancer; 75,000 tested, 4.7% active; AID 1794772
# TK-10: TK-10 renal cancer cells; 81,000 tested, 3.9% active; AID 1794769
# 786-0: 786-0 renal cancer cells. 81,000 tested, 5.1% active. AID 1794775
# SN12C: SN12C renal cancer cells | AID 1794767 | 81,000 tested, 3.8% active
# ACHN: ACHN renal cancer | 81,000 tested, 4.9% active
# RXF 393: RXF 393 renal cancer cells | 77,000 tested, 6.9% active | AID 1794773
# PC-3: PC-3 prostate cancer cells; 80,000 tested, 3.9% active; AID 1794754
# UO-31: UO-31 renal cancer | 81,000 tested, 5.2% active
# A498: A498 renal cancer cells | 76,000 tested, 5.4% active | AID 1794774
# * marks the source's active call; other numbers are inactive results; · = no result given. Rule for the calls: active = growth percent below 10; inactive = the rest.
1) CCN(CC)CC(O)CNc1ccnc2cc(Cl)c(Cl)cc12 (configuration not stated)
2) c1ccc(C(CN2CCCCC2)OCc2cccs2)cc1 (configuration not stated)
3) COc1cc(Cl)cc(-c2nn(C(=O)NCCN3CCOCC3)cc2-c2ccncc2)c1
4) O=C(CN1CCC(c2ccccc2)CC1)Nn1c(COc2ccccc2)nc2ccccc2c1=O
5) CCCCSc1nc(Nc2ccc(C(C)=O)cc2)c(C#N)c(-c2ccc(F)cc2)n1
6) BrC1=C[C@H](c2ccccc2)[C@@H](C2CCCCC2)[C@@]12CCCO2

compound no.,1,2,3,4,5,6
CAKI-1,81,93,73,99,93,90
TK-10,95,100,78,105,91,100
786-0,86,102,62,104,89,100
SN12C,79,104,75,94,86,96
ACHN,98,96,66,98,69,103
RXF 393,82,108,76,109,·,99
PC-3,80,93,71,91,113,98
UO-31,54,92,57,80,104,90
A498,99,57,66,101,118,95

7) C[C@@H]1C[C@H]2C(=O)O[C@@H](C)C(NC(=O)[C@H](Cc3cc(F)cc(F)c3)NC(=O)Nc3ccc(C4CC4)cc3F)C(=O)N3CCC[C@H]3C(=O)N3CCCC[C@H]3C(=O)N[C@@H](CO)C(=O)N2C1 (some centres not stated)
8) C=C(C)[C@@H]1CC[C@]2(C(=O)O)CC[C@]3(C)[C@H](CC[C@@H]4[C@@]5(C)C[C@@H](Cc6cn(CCOC7OC(CO)C(O)C(O)C7O)nn6)[C@H](O)C(C)(C)[C@@H]5CC[C@]43C)[C@@H]12 (some centres not stated)
9) Fc1ccc(Nc2ccc3cc(OCCCN4CCOCC4)ccc3n2)cc1F
10) CCCC(CO)(CO)CO
11) O=C(Cn1c(=O)[nH]c2ccccc2c1=O)NCc1n[nH]c(=S)n1-c1ccccc1
12) N[C@H]1CN(C(=O)c2cc3cc(Cl)c(F)c(F)c3[nH]2)C[C@@H]1O

compound no.,7,8,9,10,11,12
CAKI-1,19,100,71,94,92,86
TK-10,53,84,67,102,106,99
786-0,40,94,49,101,100,98
SN12C,19,106,68,98,97,97
ACHN,29,103,67,110,104,111
RXF 393,·,109,61,103,109,109
PC-3,11,100,45,94,86,98
UO-31,26,98,20,97,·,85
A498,·,98,37,·,99,·

# Not a retest: an excerpt of the list.
6) BrC1=C[C@H](c2ccccc2)[C@@H](C2CCCCC2)[C@@]12CCCO2
7) C[C@@H]1C[C@H]2C(=O)O[C@@H](C)C(NC(=O)[C@H](Cc3cc(F)cc(F)c3)NC(=O)Nc3ccc(C4CC4)cc3F)C(=O)N3CCC[C@H]3C(=O)N3CCCC[C@H]3C(=O)N[C@@H](CO)C(=O)N2C1 (some centres not stated)
8) C=C(C)[C@@H]1CC[C@]2(C(=O)O)CC[C@]3(C)[C@H](CC[C@@H]4[C@@]5(C)C[C@@H](Cc6cn(CCOC7OC(CO)C(O)C(O)C7O)nn6)[C@H](O)C(C)(C)[C@@H]5CC[C@]43C)[C@@H]12 (some centres not stated)
9) Fc1ccc(Nc2ccc3cc(OCCCN4CCOCC4)ccc3n2)cc1F

compound no.,6,7,8,9
CAKI-1,90,19,100,71
TK-10,100,53,84,67
786-0,100,40,94,49
SN12C,96,19,106,68
ACHN,103,29,103,67
RXF 393,99,·,109,61
PC-3,98,11,100,45
UO-31,90,26,98,20
A498,95,·,98,37

# Next part:
13) Nc1ccccc1-c1ccccc1N
14) C#C[C@]1(O)CC[C@H]2[C@@H]3CC=C4c5sc(-c6ccc(F)cn6)nc5CC[C@]4(C)[C@H]3CC[C@@]21C
15) Oc1nc(Nc2ccccc2C(F)(F)F)sc1C=Nc1ccccc1C(F)(F)F
16) O=[N+]([O-])c1ccc(/C=C2/c3ccccc3-c3ccc([N+](=O)[O-])cc32)cc1
17) N#CCC(=O)NN=C1CCCCC1
18) OC1(c2ccc(F)cc2)CCCCC1

compound no.,13,14,15,16,17,18
CAKI-1,92,21,93,88,96,105
TK-10,145,·,111,111,110,120
786-0,110,-63*,107,104,94,·
SN12C,98,59,95,98,104,112
ACHN,97,47,100,103,99,112
RXF 393,99,-51*,100,110,114,125
PC-3,88,24,·,100,91,98
UO-31,88,53,85,72,84,98
A498,93,-25*,102,90,92,·

19) O=[N+]([O-])c1ccc2c(c1)Cc1cc(F)ccc1-2
20) CC[C@H](C)[C@@H]1NC(=O)[C@H](C)NC(=O)[C@@H](Cc2ccc(O)cc2)NC(=O)CSC[C@@H](C(N)=O)NC(=O)[C@H](CC(C)C)NC(=O)[C@H](CC(C)C)NC(=O)[C@H]([C@@H](C)O)NC(=O)[C@H]([C@@H](C)O)NC(=O)[C@H](CCCCN)NC(=O)CNC(=O)[C@H](CCCN=C(N)N)NC(=O)[C@H](Cc2ccc(O)cc2)NC(=O)[C@H](CO)NC1=O
21) CCOC=Nc1c(C(=O)Nc2cccc(Cl)c2)oc2ncccc12
22) COc1ccc(-c2cccc3c(=O)nc(N4CCOCC4)oc23)cc1
23) N#CC1=C(N)Oc2c(ccc3ccccc23)C1c1cc2ccccc2n2nnnc12 (configuration not stated)
24) O=C(C[n+]1ccncc1)c1ccc2ccccc2c1

compound no.,19,20,21,22,23,24
CAKI-1,96,97,98,·,32,88
TK-10,97,102,145,·,37,·
786-0,95,102,100,90,13,89
SN12C,99,116,101,91,27,76
ACHN,103,110,87,94,23,77
RXF 393,103,104,109,92,11,91
PC-3,·,107,89,85,10,22
UO-31,89,95,65,83,26,78
A498,·,104,92,73,-2.5*,97

25) COc1ccc(C(C)c2ccc(OC)cc2)cc1
26) C=C1C(=O)O[C@H]2[C@H]1CC/C(COC(=O)NCc1c[nH]c3ccc(F)cc13)=C\CC[C@@]1(C)O[C@@H]21
27) N=C(N)c1ccc(-c2ccc(F)cc2)cn1
28) O=c1c2cc(Cl)ccc2oc2ccc(OCCCCCN3CCCCCC3)cc12
29) CN1CCN(c2ccc(C(=O)/C=C3\C(=O)Nc4ccccc43)cc2)CC1
30) O=C(CO[N+](=O)[O-])Nc1ccc(C(=O)/C=C/c2ccc(Cl)cc2)cc1

compound no.,25,26,27,28,29,30
CAKI-1,·,-87*,83,95,90,75
TK-10,96,-15*,112,89,107,46
786-0,100,-51*,102,70,99,75
SN12C,107,-64*,99,81,103,47
ACHN,112,-84*,99,110,103,62
RXF 393,118,-88*,·,84,111,73
PC-3,104,32,85,83,109,28
UO-31,89,-100*,87,79,78,32
A498,124,·,81,69,106,103

31) Cc1c2ccccc2nc2cc3c(cc12)[C@H]1CC[C@]2(C)C(=O)CC[C@H]2[C@@H]1CC3
32) Nc1ccc(I)cc1C(=O)O
33) Nc1cnc(=S)[nH]c1N
34) CNC(=O)c1cc(N2CCc3cc(NC(=O)Nc4ccc(N5CCN(C)CC5)c(C(F)(F)F)c4)ccc32)ccn1
35) CNc1ccc(-c2cc(=O)oc3ccc(Cl)cc23)cc1
36) O=C(/C(=C/c1cccs1)Cc1nc2ccccc2[nH]1)c1nc2ccccc2[nH]1

compound no.,31,32,33,34,35,36
CAKI-1,74,100,99,80,34,88
TK-10,111,·,111,134,50,99
786-0,98,105,107,29,37,100
SN12C,95,98,105,100,30,87
ACHN,95,99,97,86,37,84
RXF 393,101,·,123,-16*,43,94
PC-3,81,97,94,60,13,·
UO-31,74,94,89,89,48,58
A498,104,99,100,77,-3.5*,91

37) Clc1ccc(-c2nnc(-c3cccc4ccccc34)o2)cc1
38) CC12CCC(=O)C=C1C=CC1C2CCC2(C)C1CCC21CCC(=O)O1 (configuration not stated)
39) COc1cccc(-c2cc(-c3ccc(C)s3)c(C#N)c(=O)[nH]2)c1
40) O=C(O)c1ccccc1-c1ccccc1
41) COc1cc(/C=C/C(=O)c2ccc(F)cc2)ccc1OCCCCCOc1cc2c(cc1OC)C(=O)N1CCCC1C=N2 (configuration not stated)
42) Clc1ccc(-c2nc(-c3cccs3)no2)cc1

compound no.,37,38,39,40,41,42
CAKI-1,82,99,80,99,-1.5*,100
TK-10,95,92,105,107,-9.1*,75
786-0,110,105,80,102,-43*,95
SN12C,·,101,91,100,-2.7*,100
ACHN,90,98,95,98,-9.1*,101
RXF 393,102,103,94,102,·,114
PC-3,82,83,92,98,·,84
UO-31,41,89,82,84,·,71
A498,·,144,71,85,-66*,108

# Quoted at random: 2 entries already listed, in no set order.
11) O=C(Cn1c(=O)[nH]c2ccccc2c1=O)NCc1n[nH]c(=S)n1-c1ccccc1
8) C=C(C)[C@@H]1CC[C@]2(C(=O)O)CC[C@]3(C)[C@H](CC[C@@H]4[C@@]5(C)C[C@@H](Cc6cn(CCOC7OC(CO)C(O)C(O)C7O)nn6)[C@H](O)C(C)(C)[C@@H]5CC[C@]43C)[C@@H]12 (some centres not stated)

compound no.,11,8
CAKI-1,92,100
TK-10,106,84
786-0,100,94
SN12C,97,106
ACHN,104,103
RXF 393,109,109
PC-3,86,100
UO-31,·,98
A498,99,98

# Sorted by molar mass (descending): some entries from above.
41) COc1cc(/C=C/C(=O)c2ccc(F)cc2)ccc1OCCCCCOc1cc2c(cc1OC)C(=O)N1CCCC1C=N2 (configuration not stated)
38) CC12CCC(=O)C=C1C=CC1C2CCC2(C)C1CCC21CCC(=O)O1 (configuration not stated)
39) COc1cccc(-c2cc(-c3ccc(C)s3)c(C#N)c(=O)[nH]2)c1
37) Clc1ccc(-c2nnc(-c3cccc4ccccc34)o2)cc1

compound no.,41,38,39,37
CAKI-1,-1.5*,99,80,82
TK-10,-9.1*,92,105,95
786-0,-43*,105,80,110
SN12C,-2.7*,101,91,·
ACHN,-9.1*,98,95,90
RXF 393,·,103,94,102
PC-3,·,83,92,82
UO-31,·,89,82,41
A498,-66*,144,71,·

# (next part)
43) O=C(O)Cc1ccccc1[N+](=O)[O-]
44) N#CC1=C(/N=C/c2ccccc2)Oc2c(ccc3ccccc23)C1c1ccccc1 (configuration not stated)
45) COC(=O)c1c2c(c(C)[n+]([O-])c1C)C(=O)C(NCc1cccc(OC)c1)=CC2=O
46) C=C1C(=O)O[C@H]2[C@H]1CC/C(COC(=O)NCC(C)c1ccc(CC(C)C)cc1)=C\CC[C@@]1(C)O[C@@H]21 (some centres not stated)
47) COc1ccc(/C=C/c2cccc[n+]2C)cc1
48) Cc1ccc(-c2ccc(F)cc2)n1-c1ccc(F)cc1

compound no.,43,44,45,46,47,48
CAKI-1,93,24,56,-24*,63,54
TK-10,101,45,104,-36*,·,94
786-0,102,23,54,-88*,94,76
SN12C,92,38,2.9*,-57*,110,83
ACHN,98,34,48,-100*,91,74
RXF 393,106,18,39,-74*,101,75
PC-3,92,8.3*,6.6*,0.0*,87,55
UO-31,85,32,77,-100*,65,48
A498,·,16,108,·,71,87

49) O=C(O)CCC(NC(=O)C1CCCCC1C(=O)O)C(=O)O (configuration not stated)
50) CN(C)c1ccc(S(=O)(=O)O)cc1
51) CC(OC(=O)c1ccccc1)c1ccccc1 (configuration not stated)
52) CN1CC[C@H](c2c(O)cc(O)c3c(=O)cc(-c4ccccc4Cl)oc23)[C@H](O)C1
53) COc1ccc(NC2=C(Cl)C(=O)C(C)=C(C)C2=O)cc1OC
54) COc1ccc(C(=S)c2ccc(OC)cc2)cc1

compound no.,49,50,51,52,53,54
CAKI-1,101,105,97,10,89,88
TK-10,117,89,98,-0.7*,170,123
786-0,104,110,104,7.4*,107,105
SN12C,92,105,93,10,89,93
ACHN,109,94,93,4.4*,91,107
RXF 393,114,103,108,-66*,108,103
PC-3,88,89,82,-4.6*,68,103
UO-31,79,88,100,-14*,90,75
A498,119,95,97,-54*,93,86

55) CN1CCc2c(sc3ncnc(N/N=C/c4c(F)cccc4Cl)c23)C1
56) O=C(Nc1nccs1)c1ccc2ccc3ccc(C(=O)Nc4nccs4)nc3c2n1
57) O=C(COc1ccccc1)NCC(=O)Nc1ccc(Oc2ccccc2)cc1
58) O=C(NCc1ccc(Cn2c(=O)sn(-c3ccc(Cl)cc3)c2=O)cc1)OCc1ccc2c(Cl)cc(Cl)c(O)c2n1
59) Cc1ccc(-c2nc3cc4nc5ccccc5nc4cc3n2C)cc1
60) COc1ccc(C[N+](C)(C)Cc2ccc(OC)cc2)cc1

compound no.,55,56,57,58,59,60
CAKI-1,71,61,88,52,104,·
TK-10,97,108,110,64,123,92
786-0,33,106,91,56,94,99
SN12C,79,99,107,38,100,108
ACHN,82,83,101,26,108,108
RXF 393,93,133,102,26,116,·
PC-3,56,81,111,36,98,95
UO-31,57,72,91,13,96,92
A498,102,140,95,70,95,115

61) CCN(CC)c1nc(SCC(=O)Nc2nc3ccc(C)cc3s2)nc(-c2ccccc2)c1C#N
62) O=C(Cn1ccnc1)Nc1ccc(-c2nc3ccccc3s2)cc1
63) CC#CC(=O)N1CC[C@@H](n2c(=O)n(-c3ccc(Oc4ccccc4)cc3)c3c(N)ncnc32)C1
64) O=C(N/N=C/c1ccc(Cl)cc1)N/N=C/c1ccc(Cl)cc1
65) O=C(OCC(O)COC(=O)c1cccnc1)c1cccnc1
66) C/C(=N\O)c1ccc(OC(=O)c2cc(-c3ccc(S(C)(=O)=O)cc3)nc3ccccc23)cc1
67) CSCCC(N)C(=O)O (configuration not stated)
68) COc1ccc(C(=O)C(CCC(CNC(C)(C)C)C(=O)c2ccc(OC)cc2)CNC(C)(C)C)cc1 (configuration not stated)

compound no.,61,62,63,64,65,66,67,68
CAKI-1,75,66,58,93,81,93,102,114
TK-10,95,82,82,109,115,128,99,95
786-0,94,78,81,106,97,103,109,110
SN12C,94,85,65,95,108,97,109,92
ACHN,95,90,70,102,110,98,98,79
RXF 393,97,102,63,123,115,103,125,83
PC-3,67,66,66,87,100,94,98,79
UO-31,69,60,56,81,94,83,71,69
A498,81,57,49,98,96,80,88,89
